Compound activity deposited in PubChem by National Center for Advancing Translational Sciences (NCATS).
Tau fluor counter – counter-screen for tau fibril formation inhibitors | tau K18 P301L Alexa594 fluorescence, heparin fibrillization | Potency, µM (titrated, usually from 57.7 µM), for inactives: top-dose activity change, negative = decrease | actives 0.93% (n = 280,000); note: % is set by controls: 0 for no effect and ±100 for the full control effect; nearly all actives have a fitted effect of over 55% in size
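Human tau K18 P301L (15 uM unlabeled, 0.24 uM Alexa 594-labeled) in 100 mM sodium acetate pH 7 with 20 uM heparin, 6 hr at 37 C. ThT 30 uM added, 1 hr ambient; Alexa 594 FP and total fluorescence read at 555/632 nm.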
Tau FP inhib – inhibitors of human tau fibril formation. P10636. K18 P301L tau heparin fibrillization, Alexa594 FP, 6 h. Potency, µM (doses to about 57.7 µM), for the others: at the top dose activity, negative = inhibition, usual class: inhibitors. actives 0.39% (n = 280,000); note: % is set by controls: 0 for no effect and ±100 for the full control effect; nearly all actives have a fitted effect of over 55% in size
Target sequence (P10636 561-689 P618L limits assumed): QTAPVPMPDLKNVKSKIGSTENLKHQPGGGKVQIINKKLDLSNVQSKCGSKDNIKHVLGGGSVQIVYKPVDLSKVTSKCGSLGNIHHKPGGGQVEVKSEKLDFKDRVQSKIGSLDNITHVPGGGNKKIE
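Read-out: fluorescence polarization of Alexa 594-labeled tau (0.24 uM), 555 nm excitation, 632 nm emission. Mixtures held 15 uM unlabeled K18 P301L, compound and 20 uM heparin, pH 7 acetate buffer, incubated 6 hr at 37 C.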
RECQ1 inh – RECQ1 (human) helicase inhibition | P46063 | RECQ1 DNA unwinding, red fluorescence kinetic read | Potency, µM (top dose mostly 57.3 µM), for inactives: at the highest dose activity, negative = inhibition, most hits filed as inhibitors | actives 0.54% (n = 240,000) | AID 2549;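 note: plate controls were vehicle for no effect and no enzyme for full effect; nearly all actives have a fitted effect of over 30% in size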
Target sequence (P46063 whole entry, looked up): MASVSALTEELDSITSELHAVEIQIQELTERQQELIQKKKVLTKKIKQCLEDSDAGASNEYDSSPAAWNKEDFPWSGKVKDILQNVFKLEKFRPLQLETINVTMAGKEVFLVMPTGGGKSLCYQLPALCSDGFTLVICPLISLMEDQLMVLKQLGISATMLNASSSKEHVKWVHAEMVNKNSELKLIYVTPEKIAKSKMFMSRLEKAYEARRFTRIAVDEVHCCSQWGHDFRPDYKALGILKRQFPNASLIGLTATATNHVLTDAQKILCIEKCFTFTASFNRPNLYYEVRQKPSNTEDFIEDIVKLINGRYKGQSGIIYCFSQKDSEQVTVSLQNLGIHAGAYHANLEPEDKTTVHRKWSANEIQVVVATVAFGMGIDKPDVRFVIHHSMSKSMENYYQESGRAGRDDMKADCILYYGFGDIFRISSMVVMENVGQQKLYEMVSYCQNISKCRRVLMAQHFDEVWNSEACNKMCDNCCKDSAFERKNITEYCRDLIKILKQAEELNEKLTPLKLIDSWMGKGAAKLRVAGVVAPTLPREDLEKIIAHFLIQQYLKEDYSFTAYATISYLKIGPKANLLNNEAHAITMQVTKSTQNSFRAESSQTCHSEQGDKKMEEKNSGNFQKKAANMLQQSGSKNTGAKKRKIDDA
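RECQ1T1 50 nM; forked duplex (20 bp + 30-nt ss tails) 200 nM, ATP 2 mM final; pH 8.0, 2 mM MgCl2, 2.5 ug/ml poly(dI-dC); 15 min compound preincubation; discontinuous kinetic read over 2 h at RT.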
HTT ATP protect – protects HTT-Q103 PC12 cells, measured by ATP; PC12 HTT-Q103 induced, cytoprotection, ATP luminescence, 40 h; Potency, µM (doses to about 56.4 µM), inactives show cytoprotection (ATP increase), hits mostly activators; actives 0.14% (n = 230,000);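 note: % of control where 0% means no effect; nearly all actives have a fitted effect of over 45% in size; toxic huntingtin expression switched on by the ecdysone agonist tebufenozide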
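PC12 cells stably carrying ecdysone-inducible Htt exon 1 (Q103)–GFP were induced with 100 nM tebufenozide (final) alongside library compounds in a dose series. Cytoprotection was scored as retained ATP by ATPlite luminescence.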
TR SRC2 fluor cs – Texas Red fluorescence interference in TRb-SRC2 counter-screen; TRb/SRC2 Texas Red total fluorescence interference; Potency, µM (series often up to 106 µM), without a hit: at the highest dose fluorescence change, negative = quenching; actives 0.29% (n = 280,000); AID 1479; active = well fitted curve in either direction with a large enough effect; inconclusive = small, poorly fitted or top-dose-only effect; note: % is set by controls: 0 for no effect and ±100 for the full control effect
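Flags fluorescent or light-absorbing compounds by total fluorescence, S + 2P, at 555 nm excitation and 632 nm emission. Mixture: 20 nM Texas Red SRC2 peptide, 0.6 uM human TRb LBD, 1 uM T3, 5% DMSO; compound exposure 5 h at ambient temperature.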
L3MBTL1 inh – inhibitors of human L3MBTL1. Q9Y468. actives 0.66% (n = 230,000). Potency, µM (top dose mostly 57.1 µM), without a hit: at the top dose activity, negative = inhibition, hits mostly inhibitors. AlphaScreen L3MBTL1–H3K9me1 peptide binding. AID 485360; note: % is set by controls: 0 for no effect and ±100 for the full control effect; nearly all actives have a fitted effect of over 60% in size
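AlphaScreen assay: L3MBTL1 (50 nM final) was preincubated 30 min at room temperature with biotinylated H3(1-15)K9me1 peptide (75 nM final), then 30 min with library compounds; streptavidin donor and nickel chelate acceptor beads (10 ug/mL final) added, 30 min dark.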
TRb-SRC2 inh – inhibitors of human thyroid hormone receptor beta-SRC2 interaction; P10828; TRbeta-SRC2 peptide binding, fluorescence polarization; receptor liganded with 1 µM T3; Potency, µM (titrated, usually from 106 µM), without a hit: at the top dose activity change, negative = inhibition, usual class: inhibitors; actives 0.065% (n = 280,000);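 note: plate controls were bound peptide for no effect and peptide without receptor for full effect; nearly all actives have a fitted effect of over 50% in size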
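Decrease in fluorescence polarization of 20 nM Texas Red SRC2 coactivator peptide flagged inhibition of its binding to 0.6 uM TRb LBD; 1 uM T3 included, incubation 5 hr, ex 555/em 632 nm.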
Tau fibril ThT – inhibitors of human tau fibril formation, thioflavin T binding; P10636; recombinant tau K18 P301L (four-repeat tau fragment), heparin-induced fibrillization, ThT fluorescence; Potency, µM (top dose mostly 57.4 µM), for inactives: at the top dose activity, negative = inhibition, most hits filed as inhibitors; actives 2.1% (n = 270,000); note: % is set by controls: 0 for no effect and ±100 for the full control effect; nearly all actives have a fitted effect of over 55% in size
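Tau K18 P301L fragment (15 uM unlabeled plus 0.24 uM Alexa 594-labeled) in 100 mM sodium acetate pH 7 with compound, fibrillization induced by 20 uM heparin for 6 hr at 37 C. Thioflavin T (30 uM) added, fluorescence read after 1 hr (ex 450, em 510 nm).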
The depositor's hits bear a star; i = inactive; ? = inconclusive; / = not tested or not shown; & = joins results of further samples; [ ] = dose if it differs, or a comment. Unless noted, calls come from the whole dose curve; as a rule, active = well fitted curve in the direction sought with a large enough effect; inconclusive = small, poorly fitted or top-dose-only effect, or another doubt; inactive = no such curve, though single readings can be large; an effect the other way counts as inactive or inconclusive. Potency is the fitted concentration of half-maximal effect. Not all compounds are listed (hit frequency here may not be typical).

SMILES	Tau fluor counter	Tau FP inhib	RECQ1 inh	HTT ATP protect	TR SRC2 fluor cs	L3MBTL1 inh	TRb-SRC2 inh	Tau fibril ThT
Clc1cccc(-c2nc(NCc3cccnc3)c3ccccc3n2)c1	?	?	-18.5%	-0.4%	-6.0%	5.8%	4.9%	2.5%
CCC(=O)OCC(=O)[C@@]1(OC(=O)CC)[C@H](C)C[C@@H]2[C@H]3CCC4=CC(=O)C=C[C@]4(C)[C@]3(Cl)[C@@H](O)C[C@@]21C	/	/	-9.3%[25.9 µM]	-10.6%[40.3 µM]	-1.4%[53 µM]	/	3.4%[53 µM]	/
O=C(CSc1nnc(CN2CCOCC2)n1-c1ccccc1)N1CCc2ccccc21	6.8%	4.6%	-6.6%	10.1%	1.1%	/	-5.5%	-3.9%
COc1cc(NC(=O)COC(=O)c2ccccc2F)cc(OC)c1	-9.3%	-0.4%	-1.8%	15.5%[10 µM]	-3.4%	6.7%	-10.7%	-1.1%
COc1ccccc1-n1c(SCC(=O)Nc2ccc(C)cc2)nc(O)cc1=O	-7.2%&-1.7%	-0.7%&0.6%	-3.3%	11.0%	-3.5%&-2.3%	/	1.2%&8.5%	-4.7%&4.5%
Cc1ccccc1OCC(O)CN1CCN(c2ccc(Cl)cc2)CC1 (centres undefined)	?	5.5%	-14.5%	-5.4%[10 µM]	-2.3%	/	-8.7%	?
COc1ccc(OCC(=O)Nc2cccc(C(=O)OCc3cc(=O)n4nc(C)sc4n3)c2)cc1	-26.1%	9.7%	/	/	0.1%	/	-9.7%	?
O=C(CCC(=O)N1CCN(c2ccc(F)cc2)CC1)c1ccc(F)cc1	-21.1%	-3.4%	-1.6%	31.2%[10 µM]	0.4%	-2.7%	-2.7%	-22.2%
CCSc1nnc(NC(=O)C2CC(=O)N(Cc3ccccc3)C2)s1 (centres undefined)	3.2%	5.0%	i	-58.3%[inhibitor]	0.6%	11.1%	2.3%	4.9%
Cc1ccc(NC(=S)N(CCN2CCCCC2)Cc2ccco2)cc1Cl	-19.5%	-4.6%	-1.7%	?	-0.9%	/	-5.5%	-5.3%
COc1ccc(C(=O)c2sc3nc(-c4ccc(C)cc4)cc(C(F)(F)F)c3c2N)cc1	0.3%	-12.2%	/	/	-78.8%[1.83 µM]	/	-32.2%[1.83 µM]	7.2%
Cc1ccc(N2C(=O)C(CC(=O)Nc3cccc(F)c3)N(CCc3ccncc3)C2=O)cc1 (centres undefined)	-16.5%	-2.2%	10.5%	-56.7%	-0.3%	-6.1%	13.2%	-2.9%
CN(C)c1ccc(NC(=O)CN2CCN(S(=O)(=O)c3cc(Cl)ccc3Cl)CC2)cc1	-19.5%	?	i	-19.3%	3.4%	/	-4.0%	?
O=C(c1ccccc1)c1ccc2c(c1)OCCCO2	-9.1%	4.1%	-13.0%	0.6%[10 µM]	0.2%	24.8%	4.3%	-6.7%
CCCn1c(=O)c(C(=O)NCC2CCCO2)c(O)c2ccccc21 (centres undefined)	11.7%[2.34 µM]	-6.0%[2.34 µM]	-8.6%	15.0%[10 µM]	0.5%	-1.2%	-8.7%	-1.0%
Cc1ccc(N=Cc2c(O)n(-c3ccc4c(c3)OCO4)c(=O)c3ccccc23)cc1	-22.8%	8.6%	-2.2%	-37.0%	-4.5%	/	3.5%	?
Cc1ccc(N)c(C(O)(C(F)(F)F)C(F)(F)F)c1	-9.0%	-10.9%	-1.8%	-1.0%	-1.3%	/	3.6%	-8.2%
COC(=O)c1c(SCC(=O)Nc2ccc(C)cc2)nc(=O)[nH]c1C	-11.1%	-9.6%	-1.5%	-5.9%	-0.3%	/	-3.2%	-12.2%
O=C1CC(c2ccccc2Cl)=NN(c2ncnc3ccccc23)C1=O	-13.6%	3.1%	-3.6%	-24.4%	-0.8%	-14.5%	-1.3%	?
N#Cc1nc(COc2ccccc2Cl)oc1NCCc1ccccc1	?	-5.6%	/	/	-11.3%	/	-1.8%	?
CCSc1nc2c(cnn2-c2ccc(C)c(C)c2)c(=O)[nH]1	-6.8%	1.6%	-2.1%	-23.2%	-3.6%	/	-7.4%	-13.6%
CCCNC(=O)c1c(N)n(-c2cccc(OC)c2)c2nc3ccccc3nc12	-26.1%	0.5%	-14.2%	-11.9%[0.074 µM]	-0.5%	42.1%[activator]	7.6%	-17.8%
Cc1cc(-c2nnc(SCC(=O)Nc3ccccc3C(F)(F)F)o2)c(C)n1-c1ccccc1	-4.3%	10.5%	i	-51.7%[inhibitor]	-6.6%	/	-5.3%	-10.0%
CCN(Cc1ccccc1)C(=O)COC(=O)c1cc(=O)[nH]c2ccccc12	-4.6%	0.6%	-19.0%	8.4%	-2.5%	/	3.6%	0.5%
CC(C)CNc1cc(=O)n(C)c(=O)n1C	6.3%	1.8%	-6.1%	6.6%	0.9%	19.3%[11.4 µM]	3.8%	-7.1%
O=C(CSc1nnc2scc(-c3ccccc3)n12)NCc1ccco1	16.0%	5.5%	0.5%	/	-1.6%	-0.4%	-11.3%	8.3%
C=CCC1C=CC(Oc2ccc(F)cc2C)C(CO)O1 (centres undefined)	-0.5%[11.6 µM]	4.0%[11.6 µM]	i[11.5 µM]	11.3%[10 µM]	-0.8%[11.2 µM]	/	4.9%[11.2 µM]	-3.1%[11.5 µM]
CCOC(=O)C1CCN(C(=O)CC(NS(=O)(=O)c2ccc(OC)cc2)C(C)C)CC1 (centres undefined)	12.6%	5.7%	i	-17.0%	-5.0%	5.0%	2.5%	12.3%
Cc1ccc(CSc2nc3ccc(NC(=O)COc4ccccc4)cc3s2)cc1	0.4%	-0.7%	/	/	-9.6%	/	7.9%	-2.8%
CC1(C)CC(=O)C2=C(C1)Oc1ncn3nc(-c4cccnc4)nc3c1C2c1ccccc1 (centres undefined)	9.7%	0.1%	0.0%	-10.8%	1.4%	7.7%	-0.9%	2.3%
Cc1ccccc1-n1c(N)c(C(=O)Nc2ccc(F)cc2)sc1=S	1.0%	0.1%	14.0%	/	-0.5%	6.7%	0.7%	0.6%
COc1ccccc1NC(=O)Cn1c(CN2CCCCC2)nc2ccccc2c1=O	0.7%	3.3%	-3.6%	-3.7%	-0.5%	0.5%	0.6%	2.2%
O=C(Nc1ccc(N2CCCC(O)C2)cc1)c1snc2c(=O)[nH]cnc12 (centres undefined)	-28.9%	0.0%	18.0%	-59.1%[inhibitor]	-0.3%	/	-2.4%	3.55µM*
CCc1nn(-c2ccccc2)c2c1-c1cc(OC)c(OC)cc1C1(N2)C(=O)Nc2ccccc21 (centres undefined)	?	10.0%	-5.6%	-31.7%	0.6%	/	3.6%	?
COCC(=O)n1nc(-c2ccccc2)nc1NCc1ccccc1	-14.7%	2.3%	i	-19.1%	-2.6%	0.3%	3.0%	-7.6%
CC(=O)NCCn1c(SCc2cc(F)ccc2F)nc2ccccc2c1=O	-6.6%	0.8%	-0.7%	-24.2%	-2.3%	3.6%	-3.7%	-3.0%
O=C(OCC(=O)N1CCN(c2ccccc2)CC1)C1=COCCO1	-7.9%	-4.2%	i	1.3%	-1.4%	/	-13.9%	-13.3%
COc1ccccc1CNC(=O)c1ccc(CSc2nc3ccncc3n2Cc2ccccc2C)cc1	-11.5%	0.1%	/	/	-12.8%	/	3.1%	-1.9%
CC(C)CC(=O)c1c[nH]c(C(=O)NCc2cccs2)c1	3.6%	4.6%	i	11.2%	3.1%	/	-18.2%	0.2%
CCOC(=O)c1c(NC(=O)C2C3CCC(O3)C2C(=O)O)sc2c1CCCC2 (centres undefined)	-4.0%	-1.1%	-19.0%	-21.0%	0.1%	/	-1.6%	-7.8%
O=C(Nc1ncnc2c1CCC2)C12CC3CC(CC(C3)C1)C2	-2.9%	6.0%	-2.3%	-22.3%[0.074 µM]	2.8%	-4.7%	-5.5%	-7.7%
CCCC(C)NC(=O)c1ccc2[nH]c3c(c2c1)CC(C)CC3 (centres undefined)	-11.1%	-3.8%	-4.0%	-7.1%	-4.2%	28.4%	-6.1%	-4.1%
CCCNC(=O)CC1Sc2ccccc2NC1=O (centres undefined)	3.7%	0.9%	-12.2%	11.4%[1.9 µM]	-4.5%	-3.8%	-3.7%	6.0%
CC(=O)c1ccc(NC(=O)CSc2nnc(-c3ccco3)c(-c3ccco3)n2)cc1	?	8.91µM*	-7.2%	-7.2%[10 µM]	-0.5%	25.1µM*	-4.4%	3.98µM*
Cc1ccc(C2=NOC(C)(c3nnc(-c4ccc(F)cc4)o3)C2)cc1 (centres undefined)	-10.9%	-3.6%	i	-78.3%[inhibitor][10 µM]	0.3%	/	-10.1%	-5.6%

Looked up by structure from above:
SMILES	Tau fluor counter	Tau FP inhib	RECQ1 inh	HTT ATP protect	TR SRC2 fluor cs	L3MBTL1 inh	TRb-SRC2 inh	Tau fibril ThT
COCC(=O)n1nc(-c2ccccc2)nc1NCc1ccccc1	-14.7%	2.3%	i	-19.1%	-2.6%	0.3%	3.0%	-7.6%
CC(=O)c1ccc(NC(=O)CSc2nnc(-c3ccco3)c(-c3ccco3)n2)cc1	?	8.91µM*	-7.2%	-7.2%[10 µM]	-0.5%	25.1µM*	-4.4%	3.98µM*

Additional results:
SMILES	Tau fluor counter	Tau FP inhib	RECQ1 inh	HTT ATP protect	TR SRC2 fluor cs	L3MBTL1 inh	TRb-SRC2 inh	Tau fibril ThT
CCc1nnc(NC(=O)C2CCCN2C(=O)Nc2ccccc2OC)s1 (centres undefined)	0.7%	8.0%	20.2%	2.4%	1.7%	/	-1.0%	-6.5%
COc1ccc(N2CCN(S(=O)(=O)c3ccc4c(c3)CCCN4C(C)=O)CC2)cc1	-10.1%	-3.8%	/	/	1.2%	/	1.1%	2.4%
CCOc1ccc(NC(=O)C2CCCN(S(=O)(=O)c3ccc(Br)s3)C2)cc1 (centres undefined)	?	?	/	/	0.8%	/	0.4%	-7.5%
COc1ccc(C)cc1NC(=O)COCC(=O)O	-2.3%	-6.3%	1.8%	-4.6%[10 µM]	1.9%	5.7%	3.9%	-0.7%
